Screens as filed in PubChem.
Vif-APOBEC3F blk: qHTS for Inhibitors of Vif-A3F Interactions: qHTS; HeLa A3F-eYFP + Vif (tagged APOBEC3F with the HIV-1 protein that degrades it), YFP fluorescence increase; Potency, µM (top dose mostly 46.1 µM), for inactives: top-dose activity, negative = active; actives 0.2% (n = 390,000); AID 602313, 2012; also: potency is read from the fitted curve at half-maximal effect; % of control where 0% means no effect; nearly all actives have a fitted effect of over 65% in size
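HeLa cells stably expressing Vif plus C-terminally eYFP-tagged A3F were seeded, incubated overnight at 37 deg C, dosed with compound, incubated overnight again at 37 deg C. Yellow fluorescence (Ex 488/Em 500-530) reported blocked Vif-mediated A3F-eYFP degradation.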
GRP78 ERSR act: qHTS for Inducers of the Endoplasmic Reticulum Stress Response (ERSR) in Human Glioma: qHTS. AID 602332, 2012. U87-MG GRP78 promoter luciferase reporter, 16 h. actives 0.02% (n = 420,000). Potency, µM, inactives show top-dose activation, most hits filed as activators; also: potency is read from the fitted curve at half-maximal effect; series mostly up to about 76 µM; % of control where 0% means no effect; nearly all actives have a fitted effect of over 35% in size
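Stably transfected U87-MG glioma cells carrying a GRP78-based luciferase sensor; 16 h compound incubation. Luminescence end-point read 10 min after Bright-Glo addition at room temperature.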
D2 PAM: HTS Assay for Positive Allosteric Modulators of the Human D2 Dopamine Receptor: Primary Screen for Potentiators. D(2) dopamine receptor (Homo sapiens), P14416. HEK293 T-REx D2, calcium flux, EC20 dopamine potentiation. potentiation, % at 10 µM. actives 0.34% (n = 340,000);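 active = potentiation over 3 SD above the plate norm, cut at about 30% in these data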; also: 0% is about no effect
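Calcium flux readout, no-wash dye, 1 read/s. Inducible HEK293 Trex D2 line, overnight 30 C. Compound alone 180 s (agonist flags), then EC20 dopamine, another 180 s to score potentiation.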
Vif-A3G inh: qHTS for Inhibitors of Vif-A3G Interactions: qHTS | Potency, µM (doses to about 46.1 µM), for the others: top-dose activity, negative = active, actives largely listed as inhibitors | HeLa A3G-eYFP + Vif (tagged APOBEC3G with the HIV-1 protein that degrades it), YFP fluorescence, overnight | DNA dC->dU-editing enzyme APOBEC-3G (Homo sapiens), Q9HC16 | actives 0.076% (n = 410,000);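 also: potency is read from the fitted curve at half-maximal effect; % is scaled to controls: 0 for no effect and ±100 for the full control effect; nearly all actives have a fitted effect of over 60% in size; hits raise eYFP signal because A3G escapes Vif-driven loss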
Target sequence (Q9HC16 whole entry, looked up): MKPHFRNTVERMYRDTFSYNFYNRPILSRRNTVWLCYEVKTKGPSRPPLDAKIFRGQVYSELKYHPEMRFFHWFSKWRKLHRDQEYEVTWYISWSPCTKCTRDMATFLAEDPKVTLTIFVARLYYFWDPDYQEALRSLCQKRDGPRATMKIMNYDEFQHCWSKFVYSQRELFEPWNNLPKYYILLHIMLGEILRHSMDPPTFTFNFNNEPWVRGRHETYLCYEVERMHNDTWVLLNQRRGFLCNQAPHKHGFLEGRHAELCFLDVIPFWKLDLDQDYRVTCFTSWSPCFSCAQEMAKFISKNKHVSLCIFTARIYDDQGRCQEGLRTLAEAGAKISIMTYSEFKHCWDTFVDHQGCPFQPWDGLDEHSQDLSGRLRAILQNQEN
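Read-out is eYFP fluorescence (Ex 488/Em 500-530) from Vif-expressing HeLa A3G-eYFP cells; more signal means A3G escaped Vif-mediated degradation. Cells plated overnight, compound pinned in, incubated overnight at 37 deg C.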
RXFP1 ag: qHTS Assay for Agonists of the Relaxin Receptor RXFP1; Relaxin receptor 1 (Homo sapiens), Q9HBX9; HEK293T-RXFP1 cAMP TR-FRET, 30 min; response scale: percent of porcine relaxin response, buffer zero; Potency, µM (titrated, usually from 57.5 µM), inactives show at the highest dose activation, hits mostly activators; actives 0.3% (n = 370,000); also: potency is read from the fitted curve at half-maximal effect; % is scaled to controls: 0 for no effect and ±100 for the full control effect; nearly all actives have a fitted effect of over 60% in size; many of its hits are not listed in these tables
Target sequence (Q9HBX9 whole entry, looked up): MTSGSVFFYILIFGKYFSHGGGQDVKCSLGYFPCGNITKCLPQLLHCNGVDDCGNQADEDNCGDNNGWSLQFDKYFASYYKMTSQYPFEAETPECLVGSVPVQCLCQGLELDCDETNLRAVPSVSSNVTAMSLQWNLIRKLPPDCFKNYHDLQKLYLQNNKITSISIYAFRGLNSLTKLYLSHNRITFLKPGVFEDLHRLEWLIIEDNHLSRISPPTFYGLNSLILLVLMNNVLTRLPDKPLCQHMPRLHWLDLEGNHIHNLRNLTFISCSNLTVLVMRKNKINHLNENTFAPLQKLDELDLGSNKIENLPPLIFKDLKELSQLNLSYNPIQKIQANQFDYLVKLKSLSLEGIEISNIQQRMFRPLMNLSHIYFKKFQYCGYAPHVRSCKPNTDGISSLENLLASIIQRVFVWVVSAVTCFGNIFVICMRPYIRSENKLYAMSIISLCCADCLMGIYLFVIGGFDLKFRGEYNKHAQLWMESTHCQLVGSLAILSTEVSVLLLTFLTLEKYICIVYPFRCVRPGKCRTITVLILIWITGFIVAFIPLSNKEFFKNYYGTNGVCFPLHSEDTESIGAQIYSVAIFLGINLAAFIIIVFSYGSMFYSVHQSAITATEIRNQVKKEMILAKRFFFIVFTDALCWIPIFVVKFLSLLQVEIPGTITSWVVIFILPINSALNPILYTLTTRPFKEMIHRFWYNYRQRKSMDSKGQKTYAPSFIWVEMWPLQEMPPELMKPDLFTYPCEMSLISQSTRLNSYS
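cAMP rise read by TR-FRET after 30 min, 37C compound exposure (up to 58 uM) in RXFP1-transfected HEK293 cells with Ro 20174 present. EC50 from Hill-equation fits, with 29 nM porcine relaxin as 100% and buffer as basal.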
D1 agonist: Allosteric Agonists of the Human D1 Dopamine Receptor: qHTS. D(1A) dopamine receptor (Homo sapiens), P21728. HEK293 T-REx D1 cells, calcium flux, agonist mode. activation, % at 2 µM. actives 1% (n = 360,000); in the data active = activation above about 30%; also: 0% is about no effect
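Agonism was scored from calcium flux recorded over 180 s (1 read/s) after pintool compound addition, following a 10-cycle baseline. Cells were inducible force-coupled HEK293 TREx D1, plated overnight at 30 C and loaded with no-wash calcium dye.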
LDHA block: qHTS assay for inhibitors of human lactate dehydrogenase; L-lactate dehydrogenase A chain (Homo sapiens), P00338; purified LDHA, NADH/diaphorase-resazurin fluorescence; hits give low values; activity change, % (values are at about 110 or 230 µM); actives 0.15% (n = 480,000); AID 1347041, 2019; in the data active = activity change below about -30%; inconclusive = mostly about -25% to -30%;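 also: plate controls were DMSO wells for no effect and wells without enzyme for full effect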
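Human LDH5 (2 nM) was incubated with 0.06 mM NADH and 0.2 mM pyruvate for 5 min at room temperature in Tris pH 7.4. Remaining NADH was coupled through diaphorase/resazurin, and resorufin fluorescence was read at 0 and 20 min.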
D1 potentiator: Potentiators of Human D1 Dopamine Receptor: qHTS; HEK293 TREx D1 cells, calcium flux, dopamine EC20 potentiation; potentiation, % at 10 µM; D(1A) dopamine receptor (Homo sapiens), P21728; AID 504651, 2011; actives 0.036% (n = 360,000); in the data active = potentiation above about 30%; also: 0% is about no effect
D1 antagonist: Antagonist of Human D 1 Dopamine Receptor: qHTS; D(1A) dopamine receptor (Homo sapiens), P21728; HEK293 TREx D1 cells, calcium flux, dopamine EC80; hits give low values; activity change, negative = inhibition, % at 10 µM; actives 3.2% (n = 360,000); in the data active = activity change below about -30%; also: % is scaled to controls: 0 for no effect and ±100 for the full control effect
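Allosteric or orthosteric antagonism assessed as attenuation of the calcium response to EC80 dopamine, added 180 s after compound, in induced HEK293 Trex D1 cells loaded with no-wash calcium dye.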
* = called active by the depositor; ? = inconclusive; / = not tested or not shown; & = joins results of further samples. Unless noted, calls follow the shape of the dose curve; as a rule, active = well fitted curve in the direction sought with a large enough effect; inconclusive = small, poorly fitted or top-dose-only effect, or another doubt; inactive = no such curve, though single readings can be large; an effect the other way counts as inactive or inconclusive.

SMILES	Vif-APOBEC3F blk	GRP78 ERSR act	D2 PAM	Vif-A3G inh	RXFP1 ag	D1 agonist	LDHA block	D1 potentiator	D1 antagonist
COc1ccc(C(=O)Nc2ccc(C)cc2C(=O)c2ccccc2)c(OC)c1	-5%	-5%	9	-5%	1.4%	4	-1	-5	9
CCc1ccc(-c2cc(C)no2)cc1S(=O)(=O)N1CCN(c2ccccc2OC)CC1	5%	-6%	1	-6%	0.3%	2	0	-8	-9
Cc1ccc(NC(=O)Cn2c(=O)nc(-c3ccccc3)c3ccccc32)cc1	-2%	4%	-1	-9%	0.8%	8	5	-1	3
CCOc1cccc(-c2nnc3sc(-c4ccc(C)cc4)nn23)c1	/	/	2	/	1.1%	1	/	-5	-3
COc1ccc(NC(=O)c2ccc(-c3nc(COc4ccccc4)c(C)o3)cc2)cc1	4%	-3%	-3	4%	-0.1%	0	-6	0	-2
CC(C)C(=O)N1CCN(c2ccccc2NC(=O)c2ccc3c(c2)OCCO3)CC1	1%	-5%	/	-6%	/	/	5	/	/
Cc1cccc(-n2ncc3c2CCCC3NC(=O)CCc2ccncc2)c1C (configuration not stated)	-10%	-3%	7	1%	-0.2%	11	0	-10	-19
Cc1nc2sc(C(c3ccco3)N3CCC4(CC3)OCCO4)c(O)n2n1 (configuration not stated)	1%	-3%	/	-1%	/	/	-2	/	/
O=c1[nH]c(N2CCCCC2)nc2c1CCCC2	-5%	-1%	13	1%	0.7%	1	-2	-10	0
N#Cc1ccc(OCC(=O)Nc2cc(S(=O)(=O)N3CCOCC3)ccc2N2CCCC2)cc1	-3%	-3%	/	-1%	/	/	0	/	/
CC1CCN(c2nc3ccc(C(=O)N4CCN(Cc5ccccc5)CC4)cc3s2)CC1	-5%	-2%	-2	1%	-0.1%	3	-2	-2	3
CC(=O)OCc1cnc(C)c2oc(=O)c(C(=O)Nc3ccc(C)cc3Cl)cc12	9%	-3%	-2	2%	-0.3%	-1	2	-1	4
COc1ccccc1NC(=O)C1CCCN(S(=O)(=O)c2ccc3[nH]c(=O)ccc3c2)C1 (configuration not stated)	3%	-1%	-1	-1%	0.1%	3	-2	-2	6
CCN1CCc2nc(N)sc2C1	7%	-3%	-15	4%	4.5%	-1	-6	-1	-9
O=C1c2ccccc2-c2c1nc1c([n+]2[O-])CCCC1	4%	-2%	-6	2%	0.8%	4	15	3	16
COCCn1c(SCC(=O)Nc2ccccc2F)nc2c([nH]c3ccccc32)c1=O	-13%	-6%	13	-10%	2.5%	3	-4	-7	3
COc1ccc(CN2C(=O)c3cccnc3C2=O)cc1S(=O)(=O)N(C)c1ccc(C)cc1	-11%	-5%	-2	-1%	8.0%	5	-3	0	-7
O=C(CSCc1ccc(F)cc1)N1CCN(c2ccccc2)CC1	6%&-2%	0%&1%	-3&-2	5%&0%	-1.0%&-1.3%	9&5	3&1	-1&-3	-20&-19
Cc1cccc(CS(=O)(=O)Cc2ccc(C(=O)NCCCN3CCOCC3)o2)c1	7%	-3%	-2	0%	-0.1%	2	-5	-6	-5
O=C(Nc1nccs1)c1ccc(CSc2ccccc2)o1	-14%	1%	16	2%	-0.1%	2	-4	-7	-40*
O=C(COc1ccc(S(=O)(=O)N2CCOCC2)cc1)NCc1ccccn1	1%	-4%	-10	-2%	0.6%	1	-6	-1	-4
CCN1CCN(Cc2cc(=O)oc3cc(C)cc(C)c23)CC1	0%	-3%	7	1%	-1.9%	3	5	2	-3
Clc1ccc(-c2cn(-c3ccc(Cl)cc3)c3[n+]2CCCCC3)cc1	2%	-6%	-5	1%	3.3%	2	-10	-1	-4
O=C(Nc1ccc2c(c1)OCCO2)c1cccc2nc3ccccc3nc12	1%	-8%	34*	-3%	2.6%	1	-4	1	24
CCc1ccc(C(=O)NC(C(=O)NCC2CCCO2)C(C)C)cc1 (configuration not stated)	0%	-2%	7	0%	-0.2%	0	-14	-1	1

Full records, quoted from the list. Order of screens: Vif-APOBEC3F blk	GRP78 ERSR act	D2 PAM	Vif-A3G inh	RXFP1 ag	D1 agonist	LDHA block	D1 potentiator	D1 antagonist
Record of Cc1cccc(CS(=O)(=O)Cc2ccc(C(=O)NCCCN3CCOCC3)o2)c1 → 7%	-3%	-2	0%	-0.1%	2	-5	-6	-5
Record of O=C(Nc1ccc2c(c1)OCCO2)c1cccc2nc3ccccc3nc12 → 1%	-8%	34*	-3%	2.6%	1	-4	1	24

More structures:
SMILES	Vif-APOBEC3F blk	GRP78 ERSR act	D2 PAM	Vif-A3G inh	RXFP1 ag	D1 agonist	LDHA block	D1 potentiator	D1 antagonist
Cc1ccc(C(=O)N/C(=C\c2ccco2)C(=O)N2CCOCC2)cc1C	-2%	0%	4	2%	-3.0%	2	2	1	-11
O=C1CCC(C(=O)OC(C(=O)c2c[nH]c3ccccc23)c2ccccc2)=NN1 (configuration not stated)	2%	-5%	-20	0%	-0.1%	2	-3	-5	-15
COc1ccc(OC)c(S(=O)(=O)NCCC(C)C)c1	-8%	-1%	2	0%	2.3%	0	-4	-1	13
O=C(CSc1nc(-c2ccccc2)no1)N1CCCCC1	1%	1%	-3	4%	-1.7%	8	0	1	-10
CCc1ccc(Nc2nc(N)nc(CSc3nnnn3-c3ccccc3)n2)cc1	-22%	-3%	-1	-12%	-0.7%	2	-11	-2	-6
COCCNC(=S)N(CCc1c(C)[nH]c2ccc(Cl)cc12)Cc1cccs1	1%	-4%	2	1%	-2.2%	2	-3	-4	13
C=CCn1cnc2c(c1=O)c1nc3ccccc3nc1n2/N=C/c1cccc(OC)c1OC	5%	-3%	10	4%	0.1%	4	-3	-5	7
CCN(C(=O)c1cn(-c2cccc(OC)c2)c(=O)c2ccccc12)c1ccccc1C	9%	2%	3	6%	0.2%	1	-5	2	2
Nc1cccc2c1C(=O)N(Cc1cccc(Cl)c1)C2=O	3%	-6%	/	-6%	3.2%	1	-6	0	-5
CC/C(O)=C(/C#N)c1nnc2n1CCCCC2	0%	-2%	-4	1%	-0.2%	0	4	2	15
COc1cccc(C(=O)Nc2nnc(C(C)C)s2)c1	2%	-14%	5	2%	0.1%	0	3	-2	20
CCOC(=O)N1CCN(Cc2nc(N)nc(Nc3ccc(Oc4ccccc4)cc3)n2)CC1	-7%	-8%	21	-25%	0.0%	5	1	-11	-8
O=C(O)c1cccc(N/N=C/c2cccnc2)c1	16%	-14%	4	6%	-1.1%	0	-7	-4	-31*
N#C/C(=C\Nc1ccc2c(c1)OCCO2)C(=O)NCc1ccco1	-21%	10%	-3	-4%	0.6%	0	-13	-2	-4
CCOC(=O)N1CCN(C(=O)C2CCN(S(=O)(=O)c3c(C)cc(C)cc3C)CC2)CC1	5%	-1%	/	-1%	0.6%	0	-5	18	-18
COc1cc(OC)cc(C(=O)NCC(=O)N2CC=C(c3ccccc3)CC2)c1	-14%	-4%	-13	?	1.5%	11	4	-2	8
COc1cc(C2c3c(oc4ccc(Cl)cc4c3=O)C(=O)N2Cc2ccco2)cc(OC)c1OC (configuration not stated)	/	/	7	/	0.8%	0	/	-4	9
Cc1ccc(Cl)cc1NC(=O)c1oc2c(c1C)-c1[nH]ncc1CC2	-11%	-1%	3	2%	3.1%	20	31	-2	-1
COc1cccc(CNC(=O)C(=O)NCC(c2ccco2)S(=O)(=O)c2cccs2)c1 (configuration not stated)	2%	-3%	12	1%	-1.9%	0	1	2	/
CC(C)(C)OC(=O)N1CCC(c2c(C(=O)N3CCN(C4CCCCC4)CC3)cnn2-c2cccc(Cl)c2)CC1	1%	-1%	-2	7%	-0.6%	0	-6	1	-7
COc1ccc(N2CCN(C(=O)c3cc(-c4cccs4)nc4ccccc34)CC2)cc1	-1%	0%	16	0%	1.8%	1	2	5	38
O=C(c1ccccc1)N1CC(COc2ccccc2)OC(c2ccco2)O1 (configuration not stated)	-12%	1%	11	-9%	0.0%	-2	-3	-3	2
Nn1c(Cc2cccc3ccccc23)nnc1SCc1ccccc1	1%	-4%	-4	-2%	2.5%	0	-3	-2	14
O=C(NC(=S)Nc1ccc(S(=O)(=O)Nc2nccs2)cc1)C1CC1	-7%	-3%	5	-1%	-1.0%	6	-5	1	0
CCn1c(=O)c(C)nn2c3ccccc3nc12	-1%	-5%	14	-1%	1.0%	1	-1	-6	26
(cont.)
SMILES	Vif-APOBEC3F blk	GRP78 ERSR act	D2 PAM	Vif-A3G inh	RXFP1 ag	D1 agonist	LDHA block	D1 potentiator	D1 antagonist
CC(C)(C)C1CCc2c(sc(NC(=O)c3ccc(Cl)cc3)c2C(=O)NCc2ccco2)C1 (configuration not stated)	-14%	-3%	6	5%	3.9%	2	1	6	-7
O=c1c2ccccc2nc2n1CCCS2	0%	2%	-3	0%	7.3%	2	0	-1	5
Cc1cc(C)c(C(=O)CSC2=NC(N)=C(C#N)C3(CCCCC3)C2C(N)=O)cc1C (configuration not stated)	2%	-4%	-3	0%	-1.4%	2	-4	14	13
Cc1cccc(C(=O)NCc2cn3cccc(C)c3n2)c1	5%	0%	1	-2%	-0.3%	-3	0	-2	5
COc1ccc(NC(=O)Nc2cccc3cccnc23)cc1	8%	6%	-1	-1%	0.6%	-1	-7	-2	5
CC1CCN(CCCN2C(=O)C3C(C(=O)Nc4cccc(Cl)c4)C4C=CC3(O4)C2C(=O)NC2CCCCC2)CC1 (configuration not stated)	7%	-3%	5	4%	-0.2%	1	-6	-2	-1
CCN(CC)CCN1C(=O)C(=O)/C(=C(/O)c2ccncc2)C1c1ccccc1F (configuration not stated)	0%	-4%	-2	-1%	-1.3%	2	-8	4	-10
CCOC(=O)[C@H]1[C@H]2COc3ccccc3[C@@H]2N2C(=O)CN(CC3CCCO3)C(=O)[C@@]12C (some centres not stated)	-1%	-2%	/	-3%	/	/	-12	/	/

Only part of the results is shown; count on the stated rates, not on these rows.
